FXIa inh = factor XIa (human) inhibition; P03951; purified FXIa, Boc-Glu-Ala-Arg-AMC fluorogenic substrate; inhibition, % at 5 µM; 220,000 tested, 0.14% active; AID 798;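 active = inhibition of at least 40%; inactive = inhibition below 40%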;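 also: fluorescence of freed AMC excited at 355 nm; 0% = enzyme without compound and 100% = no enzyme blank; many of its hits are not listed in these tables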
Cl transport mod = modulators of human KCC2 chloride dependent transport | AID 1456 | Q9H2X9 | B-score of Tl+ flux slope (higher = more flux/activation; lower = inhibition) at 10 µM | KCC2 cells, thallium flux FluoZin-2 fluorescence | 190,000 tested, 2.2% active;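 active = thallium flux slope and its plate-corrected score both differing from the plate sample mean at a set confidence after two filtering rounds, in either direction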;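 also: slope of fluorescence scaled to starting intensity during 10 to 20 s after thallium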
Wee1 stabilizer = blocks degradation of human Wee1 kinase; P30291; HeLa Luc-Wee1K328M stability, luciferase luminescence; 100% = proteasome inhibitor MG132 effect; reporter increase, % at 5 µM; 220,000 tested, 1.2% active;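 active = activation above the mean of all tested compounds plus 3 SD, set per screening run, cut at about 8.8% in these data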;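 also: cells exposed to compound for 20 h before luminescence read; 0% = DMSO alone and 100% = MG132 at 30 µM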
Target sequence (P30291 whole entry K328M): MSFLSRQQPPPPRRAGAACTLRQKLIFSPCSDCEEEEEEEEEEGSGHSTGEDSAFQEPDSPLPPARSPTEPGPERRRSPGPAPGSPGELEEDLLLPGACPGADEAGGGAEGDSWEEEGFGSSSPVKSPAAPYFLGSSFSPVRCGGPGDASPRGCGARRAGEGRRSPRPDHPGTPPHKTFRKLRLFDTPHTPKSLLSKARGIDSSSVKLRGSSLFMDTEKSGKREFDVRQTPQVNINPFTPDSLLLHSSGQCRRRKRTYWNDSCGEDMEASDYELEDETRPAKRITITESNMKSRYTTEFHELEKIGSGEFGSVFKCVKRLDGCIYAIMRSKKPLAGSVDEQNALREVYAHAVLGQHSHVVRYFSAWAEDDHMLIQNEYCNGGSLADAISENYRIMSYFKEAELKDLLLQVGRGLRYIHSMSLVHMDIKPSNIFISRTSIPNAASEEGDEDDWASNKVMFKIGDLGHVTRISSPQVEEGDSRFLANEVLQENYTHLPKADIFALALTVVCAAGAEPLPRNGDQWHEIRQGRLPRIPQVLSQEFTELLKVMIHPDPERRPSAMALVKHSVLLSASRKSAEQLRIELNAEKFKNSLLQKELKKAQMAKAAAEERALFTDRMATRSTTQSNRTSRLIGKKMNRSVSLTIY
p97 ATPase inh = blocks human p97 ATPase activity; recombinant p97 ATPase, Kinase-Glo ATP luminescence, 3 h; inhibition, % at 8 µM; AID 1481; 220,000 tested, 0.42% active; P55072; in the data active = inhibition above about 15%;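 also: 0% = DMSO vehicle and 100% = wells lacking enzyme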
Furin inhibitor = blocks human furin protease activity | purified furin, fluorogenic substrate cleavage | inhibition, % at 30 µM | 220,000 tested, 0.061% active; in the data active = inhibition above about 25%; also: inactives centre near -15
PERK inhibitor = blocks human PERK kinase; inhibition, % at 5.6 µM; CHO PERK-DD fusion, SEAP luminescence translation reporter; 220,000 tested, 0.17% active; Q9NZJ5;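 active = inhibition above the mean inhibition of all tested compounds plus 3 SD, set separately per screening campaign, cut at about 2.9% in these data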;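 also: PERK kinase domain activated by AP20187 dimerizer at 100 nM; 0% = DMSO with dimerizer and 100% = rapamycin at 8.4 µM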
KLK5 inh = inhibitors of human kallikrein 5. Q9Y337. recombinant hK5, fluorogenic AMC substrate cleavage. inhibition, % at 5 µM. 210,000 tested, 0.59% active. AID 873;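 active = inhibition of 40% or more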;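 also: 0% = enzyme controls without compound and 100% = no-enzyme blanks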
Target sequence (Q9Y337 67-293 limits assumed): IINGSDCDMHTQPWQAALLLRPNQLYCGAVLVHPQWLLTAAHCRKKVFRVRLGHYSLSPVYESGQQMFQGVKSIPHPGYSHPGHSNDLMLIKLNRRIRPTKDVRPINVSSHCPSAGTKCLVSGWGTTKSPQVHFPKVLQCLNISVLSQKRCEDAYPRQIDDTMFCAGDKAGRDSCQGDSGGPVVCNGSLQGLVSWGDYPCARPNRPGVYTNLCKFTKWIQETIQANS
thrombin 1536 = blocks human thrombin protease activity; 220,000 tested, 0.26% active; AID 1046; inhibition, % at 5 µM; alpha-thrombin, Boc-VPR-AMC fluorogenic substrate cleavage; P00734;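 active = inhibition at or above 40%; inactive = inhibition below 40%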;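 also: 0% = enzyme with no compound and 100% = wells without enzyme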
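System – human alpha-thrombin protein · Reagent – Boc-VPR-AMC substrate, 15 µM final · Compound – 5 µM single dose in 0.2% DMSO · Schedule – reaction at room temperature · Technique – AMC fluorescence at 355 nm excitation and 460 nm emission · Read-out basis – % inhibition relative to enzyme controls and enzyme-free blanks · Control set – no-compound enzyme wells and no-enzyme blanks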
FXIIa inh = inhibitors of human coagulation factor XIIa; P00748; purified FXIIa, Boc-QGR-AMC fluorogenic substrate, 2 h; inhibition, % at 5 µM; 220,000 tested, 0.3% active; AID 800; in the data active = inhibition above about 40%;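 also: 0% = enzyme with no compound and 100% = blank without enzyme; many of its hits are not listed in these tables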
Starred values were filed as active, the others as inactive; . = not tested or not shown; & = joins results of further samples; [ ] = another dose, or the depositor's remark.

SMILES	FXIa inh	Cl transport mod	Wee1 stabilizer	p97 ATPase inh	Furin inhibitor	PERK inhibitor	KLK5 inh	thrombin 1536	FXIIa inh
CC(C)(C)c1ccc(OCC(=O)O)cc1	-2&13	0.47&0.63	1&-2	-1&7	-19[20 µM]	0.6&2.7	0&0	-2	15&17
CCCCc1nc(N2CCOCC2)c(C#N)c2c1CCCC2	5	-1.2	3	-9	-8	0.7	9	4	12
CCCn1c(N)c(Sc2ccc(Cl)cc2)c(=O)n(CCC)c1=O	-6	.	-3	-1	-19	-0.5	-22	4	12
CCOC(=O)c1c(C)cc(=O)oc1C	5	-0.37	2	-1	-19[20 µM]	0.6	5	25	21
O=[N+]([O-])c1ccc2c(c1)c(-c1ccccc1)nc1nncn12	2	-0.64	-4	34*	-27	0.7	9	-5	13
CS(=O)(=O)N(CC(=O)NN=C1CCCCCC1)c1ccc(Oc2ccccc2)cc1	-2	-0.2	7	7	-20	0.7	.	0	9
COC(=O)c1sccc1-n1cc(C#N)c(=O)n(C)c1=O	-2	0.17	7	3	-20	0.4	-3	2	8
Cc1cc(C)n(CC(=O)NCc2cc(-c3nn(C)c(=O)c4ccccc34)ccc2C)n1	-16	-0.25	-1	0	-7[20 µM]	-0.2	-16	1	11
Nc1cc(N)nc(SCC(=O)NNC(=O)Cc2ccccc2)n1	-3	0.044	1	5	-16	0.5	-2	-4	7
CS(=O)(=O)N(CC(=O)Nc1ccccc1C(=O)N1CCCC1)c1cccc([N+](=O)[O-])c1	-6	-0.17	8	3	-23	0.8	-3	-11	5
CC(C)CNS(=O)(=O)c1cc(C(=O)N2CCOCC2)c(Cl)cc1Cl	-1	0.92	1	2	-9[20 µM]	0.4	-14	-3	-5
COC(=O)[C@H](Cc1ccccc1)NC(=O)[C@@]1(C)C[C@@H]1[C@@H](NC(=O)OCc1ccccc1)c1ccccc1	4	0.89	0	0	-14	-0.4	-5	2	13
Cc1ccc(-c2nnc3sc(-c4ccncc4)nn23)cc1	-2	-1.2	-2	-2	-23[20 µM]	-0.5	-11	0	-4
CN1C(=O)CSc2ccc(NC(=O)NCc3ccco3)cc21	0	-0.048	0	0	-10[20 µM]	-0.4	-6	1	8
Cc1ccc(S(=O)(=O)N2CCN(C(=O)CSc3nccn3C)CC2)cc1	2	-0.022	2	5	-23	-1.1	5	0	5
Nc1ncnc2c1cnn2C1CCCCC1	8	0.6	4	2	-27	1.2	7	-2	5
CCCC(=O)C1=C(O)C(C(=O)OC)C(C)(C)CC1=Nc1ccc(C)cc1 (stereo unspecified)	-4	-1.1	1	1	-21	-1.2	-1	-7	2
COc1ccc(C(=O)NNC(=S)NC(=O)C(C)(C)C)cc1	-6	24*	0	4	-12	-0.5	-18	-4	1
O=C(CSc1ccccn1)N1CCN(c2ccc(Cl)cc2)CC1	-5	0.11	3	2	-23[20 µM]	0.5	-32	-11	-6
O=C(NC1CC1)C1=C[C@@H](c2csc3ccccc23)C[C@@H](OCc2ccc(CO)cc2)O1	-5	-2	0	-3	-20	-0.6	-5	-6	4
CCOC(=O)NC(Nc1ccc(S(N)(=O)=O)cc1)(C(=O)OCC)C(F)(F)F (stereo unspecified)	1	-0.36	-2	-2	-10	1.4	-5	0	4
Nc1ccc2oc3ccc(N)cc3c(=O)c2c1	20	-0.53	5	6	-8[20 µM]	0.1	-5	1	22
Cc1cc(-c2n[nH]c(=S)n2-c2ccccc2)nn1C	8	0.62	2	-3	-15	1.0	-4	3	10
CCCOc1ccc(CCC(=O)N/N=C/c2ccc([N+](=O)[O-])o2)cc1	-5	0.17	2	-4	-27	-0.9	1	-6	3
Cc1ccccc1NC(=O)CSCCO	5	.	0	4	-11[20 µM]	1.1	-5	2	14

Molecules above with a halogen (4):
SMILES	FXIa inh	Cl transport mod	Wee1 stabilizer	p97 ATPase inh	Furin inhibitor	PERK inhibitor	KLK5 inh	thrombin 1536	FXIIa inh
CCCn1c(N)c(Sc2ccc(Cl)cc2)c(=O)n(CCC)c1=O	-6	.	-3	-1	-19	-0.5	-22	4	12
CC(C)CNS(=O)(=O)c1cc(C(=O)N2CCOCC2)c(Cl)cc1Cl	-1	0.92	1	2	-9[20 µM]	0.4	-14	-3	-5
O=C(CSc1ccccn1)N1CCN(c2ccc(Cl)cc2)CC1	-5	0.11	3	2	-23[20 µM]	0.5	-32	-11	-6
CCOC(=O)NC(Nc1ccc(S(N)(=O)=O)cc1)(C(=O)OCC)C(F)(F)F (stereo unspecified)	1	-0.36	-2	-2	-10	1.4	-5	0	4

Going on with the list:
SMILES	FXIa inh	Cl transport mod	Wee1 stabilizer	p97 ATPase inh	Furin inhibitor	PERK inhibitor	KLK5 inh	thrombin 1536	FXIIa inh
O=C(NCCC1=CCCCC1)C1CCCN(S(=O)(=O)c2ccccc2)C1 (stereo unspecified)	4	-0.52	3	-6	-28[20 µM]	-0.8	-10	-9	9
O=C(Cc1ccccc1)NC1CCN(S(=O)(=O)c2cccc(F)c2)CC1	5	-0.66	-2	1	-25	0.7	-1	2	13
COC(=O)c1cccc(NC(=O)C23CC4CC(C2)CC(n2cncn2)(C4)C3)c1	12	1.7	-1	2	-21[20 µM]	1.1	1	3	13
CN(C1CCCCC1)S(=O)(=O)c1ccccc1	3	.	0	-3	-26[20 µM]	0.2	-3	-5	14
COc1ccc(CCNc2ccc(C(=O)O)cc2[N+](=O)[O-])cc1OC	-1	-0.6	2	5	-16	2.0	2	-12	7
Cc1ccc(-n2c(SCC(=O)N3CC(=O)Nc4ccccc43)nc3ccccc3c2=O)cc1C	-1	-0.39	-1	4	-23	-0.6	-5	-8	-4
COc1ccc(Nc2nc(N3CCCC3)c3ccccc3n2)cc1	12	1.8	1	8	-6	-2.1	-1	5	24
Cc1nn(-c2ccccc2)nc1C(=O)NNC(=O)c1ccc(C(F)(F)F)cc1	0	22*	3	5	-11	-0.7	-2	5	-3
CC1=C(C(=O)NCCCOC(C)C)C2(CCC(C)CC2)OC1=O (stereo unspecified)	2	-0.47	5	2	-23	0.6	-5	-3	11
O=C(Nc1cccc(-c2cn3ccccc3n2)c1)C1CC1	1	.	3	1	-23[20 µM]	-0.1	-8	4	19
Cn1c(Sc2ccc(Br)cc2)c(C=O)c2ccccc21	3	.	-2	1	-22[20 µM]	0.1	-1	2	14
CCOC(=O)C(C(=O)Nc1ccccc1)C1CCCCC1 (stereo unspecified)	18	.	0	-4	-19	1.2	-14	2	30
COC(=O)c1ccc(S(=O)(=O)N2CCN(C(c3ccccc3)c3ccccc3)CC2)n1C	-1	-0.29	1	-4	-20	-0.2	-1	-8	6
c1ccc(Nc2c(-c3ccco3)nc3ccccn23)cc1	-4	-0.37	3	7	-12	0.1	-43	-14	-12
O=C(O)COc1ccccc1/C=N/NC(=O)CSc1nnc(SCc2cccc3ccccc23)s1	4	-2.9	1	-2	-17	2.0	5	-2	8
Cn1nc(NC(=O)C(C)(C)C)c2c(F)cccc21	2	-0.75	0	-1	-13	1.6	-12	-1	3
Cc1cn(S(=O)(=O)c2ccc(Br)c3ccccc23)cn1	-8	.	0	-2	-26	0.7	-13	8	5
Nc1ccccc1C#CCCCCO	10	-1.3	-2	8	-8	2.0	-1	4	18
CC(=O)NCC(=O)OCC(=O)N1c2ccccc2Sc2ccccc21	0	-0.12	-1	1	-5	0.9	3	-5	12
COc1ccccc1C1=Nc2cccc3cccc(c23)N1	-14	-1.6	0	9	-28[20 µM]	0.2	13	2	-2
CCCSc1nc2sc3c(c2c(=O)n1CC)CC(C)(C)OC3	-2	-0.017	-2	-7	-13	-0.9	-1	-5	9
CC(C)Nc1nc(NC(N)=S)nc(NC(C)(C)C)n1	0	-0.81	0	5	-30	0.2	4	-6	11
Cc1c(Cl)cccc1NC(=S)NC(=O)CCN1C(=O)c2ccccc2C1=O	20	0.024	7	0	5	0.3	-9	-6	25
O=C(Nc1ccccc1)c1ccc(S(=O)(=O)N2CCCC2)cc1	-3	0.66	-2	1	-25	-0.1	-3	-4	-15
c1coc(CNc2ncnc3c2oc2ccccc23)c1	24	.	0	0	-12	-0.8	-10	0	21
(next part)
SMILES	FXIa inh	Cl transport mod	Wee1 stabilizer	p97 ATPase inh	Furin inhibitor	PERK inhibitor	KLK5 inh	thrombin 1536	FXIIa inh
COc1ccc(C)cc1NC(=O)c1nnn(Cc2cccc(F)c2)c1N	-10	0.5	-1	1	-21	-0.1	19	-2	-4
Cc1ccccc1C(C(=O)NCc1ccccc1)N(Cc1ccco1)C(=O)c1ccccn1 (stereo unspecified)	18	-0.64	0	-13	15[20 µM]	-1.8	-10	3	27
CN(c1cccc(NC(=O)CN(c2ccc(C34CC5CC(CC(C5)C3)C4)cc2)S(C)(=O)=O)c1)S(C)(=O)=O	5	-0.026	-2	-9	-13[20 µM]	-1.4	-11	0	19
O=C(NCc1ccccc1)C(=O)NCC1OCCN1C(=O)c1cccs1 (stereo unspecified)	9	-0.12	0	3	-10	0.1	-1	1	11
CCOc1cc(C=O)cc(Br)c1OCC(=O)NCCc1ccccc1	-4	-3.7	-4	2	-31	-0.3	-16	-1	-2
CCCCCC1CC(/C(C)=N/NC(N)=O)OC1=O (stereo unspecified)	-4	0.37	-1	3	-10[20 µM]	1.2	-13	-10	15
COc1ccc(N2C(=O)/C(=C\c3ccco3)N=C2SCC(=O)N(C(C)C)C(C)C)cc1Cl	6	-0.9	0	6	-19	0.6	-6	-3	11
NS(=O)(=O)c1cccc(NC(=O)CN2CCN(Cc3ccc4c(c3)OCO4)CC2)c1	5	-0.61	1	7	-14	1.4	-6	-12	4
CC1(C)Oc2ccc(NC(=O)C3COc4ccccc4O3)cc2O1 (stereo unspecified)	-6	.	2	1	-18	0.9	-4	-9	-6
O=c1cc(CSc2ccccc2)nc(-c2ccncc2)[nH]1	4	0.39	-1	9	-23	-0.1	-4	-5	3
CCOc1ccc(-n2c(=O)c3c4c(sc3n(CC(=O)NCC3CCCO3)c2=O)CCC4)cc1 (stereo unspecified)	0	0.17	0	1	-20	-0.3	-4	2	7
Clc1cc2cccnc2c2ccccc12	-8	.	-2	-4	-18	0.9	-9	-3	1
Cc1nc(C)c(CCNC(=O)c2ccc(C(F)(F)F)cc2)s1	2	0.2	5	5	-21	0.4	-3	-4	7
O=C(NCc1nnc(SCC(=O)N2CCCC2)o1)c1ccccc1F	3	0.53	-1	-2	-16[20 µM]	0.5	-7	1	13
Cc1ccc(-n2c(=O)c3sccc3n(CC(=O)NCc3ccco3)c2=O)cc1F	13	.	-1	-6	-5[20 µM]	-1.8	0	4	16
COc1ccc(CCC(=O)OCC(=O)c2ccc(C)cc2)cc1	-5	0.59	5	-8	-16	0.1	-6	-3	4
Cc1occc1-c1nnc(SCC(=O)N2CCOCC2)n1CCc1ccccc1	-16	-0.13	-2	0	-7	-0.5	-9	-4	1
CC(C)OCCCNC(=O)c1c(N)n(/N=C/c2cccs2)c2nc3ccccc3nc12	-8	0.73	-3	1	-17	1.1	-118	-2	-9
Cc1ccc(-n2c(SCC(=O)NC3CCS(=O)(=O)C3)nc3ccccc3c2=O)cc1 (stereo unspecified)	-3	-0.57	-1	2	-23	1.8	1	-4	3
COc1cccc2c(=O)cn[nH]c12	6	-0.37	-2	1	-26	1.2	-11	-2	6
CCOC(=O)Cn1nnc(-c2ccccc2)n1	4	0.15	0	-1	-7[20 µM]	0.7	14	18	12
Cc1ccc(C(=O)NC2CCN(S(=O)(=O)c3ccc(C)cc3)CC2)cc1	-3	0.34	-1	-3	-8	-0.8	-4	3	12
CCOC(=O)C1(C)NC(c2ccc(OC)cc2OC)C2C(=O)N(c3cccc(OC)c3)C(=O)C21 (stereo unspecified)	6	.	0	3	-27	-0.6	-11	3	8

Compound activity as filed in PubChem BioAssay.
